High-throughput results deposited in PubChem by The Scripps Research Institute Molecular Screening Center.
UHRF1 binding: UHRF1 methyl-DNA binding inhibition; UHRF1 binding to methylated oligo, TR-FRET; inhibition, % at 4.4 µM; 0.75% of 370,000 active; AID 687016; in the data active means inhibition above about 21%;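 further: UHRF1 SRA domain binding a hemimethylated CpG hairpin DNA probe; 0% = median of test compound wells and 100% = reference inhibitor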
Target sequence (Q96T88 whole entry, looked up, the tested form may be a part): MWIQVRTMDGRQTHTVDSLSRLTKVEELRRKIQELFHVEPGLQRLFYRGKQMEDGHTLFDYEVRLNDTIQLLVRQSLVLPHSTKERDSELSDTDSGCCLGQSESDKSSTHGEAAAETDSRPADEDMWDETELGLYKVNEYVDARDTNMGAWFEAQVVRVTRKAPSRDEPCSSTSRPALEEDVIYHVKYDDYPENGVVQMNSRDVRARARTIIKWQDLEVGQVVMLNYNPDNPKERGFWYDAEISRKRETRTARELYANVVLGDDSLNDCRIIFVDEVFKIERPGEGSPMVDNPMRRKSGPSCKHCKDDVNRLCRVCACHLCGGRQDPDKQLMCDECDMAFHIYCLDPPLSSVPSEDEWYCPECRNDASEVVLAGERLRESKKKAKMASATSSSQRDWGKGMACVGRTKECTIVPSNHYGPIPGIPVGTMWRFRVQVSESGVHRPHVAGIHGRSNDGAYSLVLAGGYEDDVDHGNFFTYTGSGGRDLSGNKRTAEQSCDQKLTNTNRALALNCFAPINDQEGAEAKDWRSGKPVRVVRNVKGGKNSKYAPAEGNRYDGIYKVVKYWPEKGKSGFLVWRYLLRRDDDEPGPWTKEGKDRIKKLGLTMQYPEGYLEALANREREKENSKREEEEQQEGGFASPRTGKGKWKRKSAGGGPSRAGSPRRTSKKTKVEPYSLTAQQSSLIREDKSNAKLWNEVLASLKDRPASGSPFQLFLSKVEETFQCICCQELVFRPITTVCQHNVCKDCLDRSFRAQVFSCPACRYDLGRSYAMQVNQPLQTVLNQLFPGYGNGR
PRMT1 FP inh: PRMT1 (human) inhibition, primary screen; 1.3% of 370,000 active; recombinant PRMT1, activity-based probe fluorescence polarization; AID 652257; inhibition, % at 2.79 µM; Q99873;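 active means inhibition above about 21% made by adding two undisclosed values, limit read from the data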
mABHD4 FP: ABHD4 (mouse) inhibition, primary FP screen; AID 720543; purified mABHD4, FP-Rh probe fluorescence polarization; Q8VD66; inhibition, % at 8.92 µM; 0.54% of 370,000 active;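 active means inhibition exceeding the mean over every tested compound plus 3 SD, cut at about 30% in these data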;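 further: 0% = plate median of compound wells and 100% = S159A mutant with DMSO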
Target sequence (Q8VD66 whole entry, looked up): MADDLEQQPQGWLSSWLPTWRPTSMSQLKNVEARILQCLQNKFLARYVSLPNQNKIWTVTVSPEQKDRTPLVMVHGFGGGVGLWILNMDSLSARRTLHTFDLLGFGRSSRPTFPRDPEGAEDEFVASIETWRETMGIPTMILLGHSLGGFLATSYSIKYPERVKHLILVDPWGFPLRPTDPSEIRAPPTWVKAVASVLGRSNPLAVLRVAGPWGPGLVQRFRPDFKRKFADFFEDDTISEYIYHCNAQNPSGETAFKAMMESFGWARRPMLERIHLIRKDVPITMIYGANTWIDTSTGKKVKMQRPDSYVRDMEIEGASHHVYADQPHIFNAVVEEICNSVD
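system = mouse ABHD4 enzyme, wild type | medium = HEPES pH 7.0, NaCl, Pluronic buffer | also added = FP-Rh probe | incubation = Enzyme–compound pre-incubation 45 min, then probe 60 min, both 25 °C | technique = fluorescence polarization, excitation 525 nm, emission 598 nm, BODIPY TMR filters | controls = S159A mutant high control, sample median low control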
HTRA1 inh: HTRA1 (human) protease inhibition | Q92743 | recombinant HTRA1, FP-rhodamine activity-based probe, fluorescence polarization | inhibition, % at 5.96 µM | 0.5% of 340,000 active | AID 504803; in the data active means inhibition above about 36%;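 further: 0% = enzyme with DMSO and 100% = wells lacking enzyme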
SIAE inh: inhibitors of human sialic acid acetylesterase SIAE. Q9HAT2. SIAE FP-Rh probe binding, fluorescence polarization. inhibition, % at 9.66 µM. 0.69% of 370,000 active. AID 1053197;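 active means inhibition above a cutoff: mean of compounds within the control limits plus 3 SD of those, cut at about 17% in these data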;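 further: 0% = plate median of compound wells and 100% = probe without SIAE protein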
LEDGF integ inh: blocks HIV-1 LEDGF/p75-dependent DNA integration; TR-FRET IN-LEDGF/p75 DNA integration, Eu/Cy5; AID 743269; 0.64% of 370,000 active; inhibition, % at 3.7 µM;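 active means inhibition above the screen-wide mean plus 3 SD, cut at about 13% in these data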;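 further: signal is the Cy5 over europium emission ratio at 671 and 618 nm; 0% = plate median of compound wells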
DDE Tn7 FP inh: inhibitors of Tn7 peptide binding to human fibrin DD(E). FP displacement of FITC-Tn7 peptide from fibrin DD(E); 0% = median of compound wells per plate. AID 720508. P02675. inhibition, % at 8.3 µM. 0.13% of 370,000 active;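 active means inhibition above the mean of compounds falling within the control limits plus 3 SD of them, cut at about 14% in these data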;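 further: 0% = plate median of compound wells and 100% = 10 µM Aha-Tn7 peptide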
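Assay system: Human fibrin DD(E) protein | Medium: Tris buffer with calcium and detergent, pH 7.8 | Reagent: 0.1 µM fluorescent Tn7 | Compound dosing: Single point at 8.3 µM | Times: 10 min preincubation, 3 h with tracer, room temperature | Detection: Fluorescence polarization of the labelled Tn7 tracer | Controls: Aha-Tn7 high control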
PG9 Ab binder: binds the HIV-1 gp120 antibody PG9; TR-FRET gp120-PG9 antibody binding; inhibition, % at 6.7 µM; 0.43% of 360,000 active; in the data active means inhibition above about 8.5%
TCR CD3 inh: human TCR-CD3 binding inhibition | inhibition, % at 9.4 µM | 0.37% of 360,000 active | TAMRA-labeled TCR probe fluorescence, biochemical; in the data active means inhibition above about 19%;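 further: recombinant mutant TCR 2C K166C tagged with TAMRA read by polarization; 0% = receptor in buffer alone and 100% = receptor with positive control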
TDP2 absorb: TDP2 (human) inhibition, absorbance primary screen. O95551. recombinant TDP2, T5PNP hydrolysis, p-nitrophenol absorbance 415 nm. inhibition, % at 12.8 µM. 0.34% of 370,000 active;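 active means inhibition above the mean of all tested compounds plus 3 SD, set per campaign, cut at about 25% in these data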;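 further: 0% = DMSO with enzyme and 100% = buffer with substrate but no TDP2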
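System – recombinant human TDP2 · Amount – 120 nM TDP2 per well · Buffer or medium – Mg2+-containing Tris-HCl buffer, pH 7.5 · Reagent – T5PNP substrate, 5 mM · Dosing – 12.8 µM single point, 1% DMSO · Incubation – 2 h at 37 °C · Measured by – epi absorbance · Read-out basis – percent inhibition · Benchmarks – high control without enzyme, low control DMSO plus TDP2 · Repeats – singlicate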
Starred values were filed as active, the others as inactive; . = no result given.

SMILES	UHRF1 binding	PRMT1 FP inh	mABHD4 FP	HTRA1 inh	SIAE inh	LEDGF integ inh	DDE Tn7 FP inh	PG9 Ab binder	TCR CD3 inh	TDP2 absorb
O=C(NC1CCCCC1)c1ccccc1NC(=O)C1CC(=O)N(c2ccccc2)C1 (centres undefined)	0	1	-6	-4	13	-4	8	-3.2	-4	-15
COc1cc2c(cc1OC)C(C)N(C(=O)Cn1ncc3c1-c1ccccc1OC3)CC2 (centres undefined)	1	-5	2	-7	8	-2	-10	1.0	-6	-2
CC(C)[C@H](NC(=O)[C@H](Cc1ccccc1)n1c(=O)[nH]c2ccccc2c1=O)C(=O)N1CCC[C@@H]1C(=O)O	0	-6	2	-1	8	0	4	0.3	5	12
O=C(c1cc2ccccc2o1)N(Cc1ccco1)Cc1cccs1	1	6	-7	-35	1	3	9	0.5	-2	5
Cn1cc(S(=O)(=O)NCc2cccs2)c(=O)n(C)c1=O	-1	-3	-4	2	-3	2	-2	1.7	0	2
C=CCNC(=O)N1CCC(CO)(Cc2ccc(Cl)cc2)CC1	-5	-1	-4	0	9	3	0	-0.7	9	6
CC1(C)CC(=O)C=C(NCCc2ccc(S(N)(=O)=O)cc2)C1	-2	3	4	0	4	2	-9	1.8	7	-10
Cc1ccc(NC(=O)CCS(=O)(=O)c2cccc3nonc23)c(Br)c1	-3	2	-2	-3	-5	2	7	1.8	4	12
O=C(Cn1c(=O)n(-c2ccc(F)cc2)c(=O)c2sccc21)N1CCCC1	2	-3	-3	-5	2	1	-4	0.2	2	-4
CCN(c1cccc(C)c1)S(=O)(=O)c1ccc2c(c1)NC(=O)CS2	4	4	4	-9	-3	3	-2	-0.8	-7	-19

Reformatted with each value named: part of the list above.
SMILES: CCN(c1cccc(C)c1)S(=O)(=O)c1ccc2c(c1)NC(=O)CS2
- UHRF1 binding: 4
- PRMT1 FP inh: 4
- mABHD4 FP: 4
- HTRA1 inh: -9
- SIAE inh: -3
- LEDGF integ inh: 3
- DDE Tn7 FP inh: -2
- PG9 Ab binder: -0.8
- TCR CD3 inh: -7
- TDP2 absorb: -19

SMILES: O=C(NC1CCCCC1)c1ccccc1NC(=O)C1CC(=O)N(c2ccccc2)C1 (centres undefined)
- UHRF1 binding: 0
- PRMT1 FP inh: 1
- mABHD4 FP: -6
- HTRA1 inh: -4
- SIAE inh: 13
- LEDGF integ inh: -4
- DDE Tn7 FP inh: 8
- PG9 Ab binder: -3.2
- TCR CD3 inh: -4
- TDP2 absorb: -15

(cont.)
SMILES	UHRF1 binding	PRMT1 FP inh	mABHD4 FP	HTRA1 inh	SIAE inh	LEDGF integ inh	DDE Tn7 FP inh	PG9 Ab binder	TCR CD3 inh	TDP2 absorb
Nc1cc(=O)[nH]c(SCc2ccccc2)n1	-1	-3	-1	-1	-3	-3	-3	0.7	0	6
O=C(Nc1ccccc1N1CCN(C(=O)c2ccc(Cl)cc2)CC1)c1cccc([N+](=O)[O-])c1	0	-3	-3	-26	4	-2	-1	-4.7	2	-2
CCCN(CC(=O)Nc1ccccc1C)C(=O)c1ccc(N2CCCC2=O)cc1	-2	0	5	-3	0	0	-1	-0.9	-5	0
CN(C)c1ccc2nc3ccc(=O)cc-3sc2c1	55*	60*	113*	58*	82*	73*	3	-452	145*	31*
CC1CCCCC12NC(=O)N(CC(=O)N1CCN(c3ccccc3)CC1)C2=O (centres undefined)	5	4	-1	4	2	0	5	0.3	-5	6
CC(C)Oc1ccc(F)cc1-c1cc(C(=O)N2CCc3ccccc3C2)[nH]n1	1	2	-3	.	-5	-2	-7	-1.8	-12	-5
O=C(NCC1CCCO1)c1cncc(Br)c1 (centres undefined)	-1	-1	1	1	1	-2	-3	-1.2	6	4
CC12CN3CC(C)(CN(C1)C3c1ccccc1Cl)C2O (centres undefined)	-1	0	1	1	-5	-8	-4	-0.8	2	-3
COc1ccc(-c2cc3nc(-c4ccccc4)cc(N4CCN(C(=O)c5ccsc5)CC4)n3n2)cc1	0	2	1	-59	-8	0	-4	-0.3	5	-3
CCn1nc(NS(=O)(=O)c2ccc(NC(C)=O)cc2)c2cc3cc(C)ccc3nc21	-2	2	-7	10	5	-3	3	-8.7	3	0
O=C(c1cc(C2CCCCN2C(=O)CCCc2ccccc2)on1)N1CCOCC1 (centres undefined)	0	-4	3	.	-1	1	3	0.9	-1	15
CCOC(=O)c1c(NC(=O)N/N=C/c2ccccc2OCC)sc(C(C)=O)c1C	-2	-1	3	-1	1	1	-2	0.0	6	3
CC(C)C(=O)Nc1cccc(-c2nc3ccccc3c(=O)o2)c1	0	3	3	-4	0	3	-4	-0.3	3	0
CC(C)(C)c1ccc(C(=O)NCCCn2ccnc2)cc1	-1	-2	4	0	-3	1	-1	-2.3	10	-9
Cc1[nH]nc2c1C(c1ccccc1F)NC2=O (centres undefined)	-3	0	-5	3	3	3	-7	-0.1	-3	5
O=C(C1CCCN(S(=O)(=O)c2ccccc2)C1)N1CCCCC1 (centres undefined)	-1	0	-2	-2	-5	-3	1	-1.3	4	-9
C[n+]1ccn(CC(=O)c2ccc(Br)cc2)c1	0	-1	-1	9	-3	-1	5	0.5	1	11
CCCCCCCCN1C(=O)[C@H](CC(=O)NCc2ccc(C)o2)C[C@@]2(C(=O)OC)CC(C)(C)CC=C12	0	14	2	.	-5	5	10	0.4	7	1
O=c1cc(O)c2sc(Nc3ccc(Cl)c(F)c3)nc2[nH]1	-4	17	13	13	8	-1	4	-2.6	0	-3
COc1ccccc1Cc1c(-c2ccccc2)nc2ccc(Br)cn12	1	-1	4	.	1	1	-3	-0.3	-4	2
O=C1OCCC1Sc1nc2ccccc2c(=O)n1-c1ccc(F)cc1 (centres undefined)	0	0	-1	1	1	1	-1	-0.4	11	8
CCCc1nnc(NC(=O)C(CC)OC(=O)c2cc(C)nc3ccccc23)s1 (centres undefined)	-2	-1	3	-5	2	-1	1	-0.2	4	4
O=C(O)CCCC(=O)NCCCCc1ccccc1	3	2	6	3	-4	0	0	-5.2	6	7
Cc1ccc2c(c1)N(C(=O)CCC(=O)NCCCN1CCOCC1)CCO2	-1	3	4	0	2	0	-8	-0.1	1	2
CSc1ccc(/C=N\NC(=O)CC(=O)NC(C)C)cc1	0	-2	2	2	6	1	-7	0.6	2	5
CC(=O)NC(CC(=O)Nc1nc(-c2ccc(N(C)S(C)(=O)=O)cc2)cs1)c1ccccc1 (centres undefined)	0	-4	-15	-5	7	5	-3	-1.8	1	-8
Cc1cccc(Cn2c(SCCN3CCCCC3)nc3c2c(=O)[nH]c(=O)n3C)c1	1	-1	-6	-1	-4	3	-7	-0.8	5	3
CC1CN(S(=O)(=O)c2ccc(NC(=O)c3ccco3)cc2)CC(C)O1 (centres undefined)	1	-3	-1	-3	0	-1	3	-0.5	-3	6
O=S(=O)(c1ccc(=S)[nH]c1)N1CCCC1	-3	16	7	-4	2	1	3	-1.0	7	6
O=C(O)c1ccc(Cl)c(S(=O)(=O)Nc2ccc3cn[nH]c3c2)c1	1	-1	15	3	-3	6	1	-1.1	11	7
COCc1cc(C)nc(OCC(=O)N/N=C/c2ccco2)c1C#N	2	3	3	5	0	-8	5	0.9	-11	5
CCN(CC)S(=O)(=O)c1ccc(N2CCOCC2)c(NC(=O)COc2ccccc2C)c1	-1	-1	6	-3	-1	-4	4	2.0	-1	2
CSCCC(NC(=O)c1ccc(Cl)cc1)C(=O)OCC(=O)c1ccc[nH]1 (centres undefined)	-3	1	-1	2	0	-1	-4	-1.3	6	8
O=C(NCCSSCCNC(=O)c1ccccc1)c1ccccc1	5	8	-2	5	2	-6	1	1.4	-5	1
CCCSc1nn2c(=O)c3ccccc3nc2s1	-2	-2	4	-6	0	0	-11	0.1	6	4
OCCCNc1ncnc2scc(-c3ccc(Cl)cc3)c12	1	1	2	-1	3	-1	4	0.6	-4	3
CC(C)NC(=O)c1c2c(nc3ccccc13)CCCC2	-1	-1	-2	-2	-1	1	-10	-2.5	1	-9
CCOC(=O)C1(Cc2ccccc2)CCN(Cc2ccc(C)s2)CC1	-1	5	6	-7	-4	0	-5	-0.4	-5	-6
CC(/C=N/O)Cc1ccc2c(c1)OCO2 (centres undefined)	0	-2	2	5	-5	1	-1	0.5	3	1
CCn1c(SCc2nc3sc(C(=O)O)c(C)c3c(=O)[nH]2)nnc1-c1ccc(Cl)cc1	-1	3	-2	-8	-4	-3	2	-0.1	-4	3
Cc1ncc([N+](=O)[O-])n1CCOC(=O)NC(NCc1ccccc1Cl)C(Cl)(Cl)Cl (centres undefined)	3	1	3	-3	4	0	-2	0.2	-6	-7
O=c1ccc(S(=O)(=O)N2CCCC2)cn1Cc1nc(-c2ccc(F)cc2)no1	-1	-3	-5	-30	8	0	3	-1.4	4	14
CC(C)CCN1CC(O)=C(c2nc(-c3ccc(Cl)cc3)cs2)C1=N	-1	1	2	-21	-6	-1	0	0.6	1	2
Cc1cc(=O)oc2c(C)c(OCC(=O)N3CCN(c4ccc(F)cc4)CC3)ccc12	-2	-4	-8	0	-10	4	0	-2.1	-4	-22
COc1cc(C)c(Cl)c(C)c1S(=O)(=O)NCc1cccnc1	-4	-3	-2	-5	12	3	8	-1.8	1	9
COCCCN1C(=O)C(=O)/C(=C(/O)c2ccc(OC)cc2)C1c1cccc(OC)c1 (centres undefined)	-6	8	0	3	-2	4	-3	2.8	-3	-9
COc1ccc(NC(=O)c2c(C)noc2C)cc1S(=O)(=O)N1CCCCC1	1	3	5	1	5	-6	3	1.4	0	7
Cc1oc(-c2cccc(Cl)c2)nc1CN1CCCC(C(=O)NC(C)c2ccc3c(c2)OCCO3)C1 (centres undefined)	-1	-6	2	-29	3	3	2	0.0	2	4
NC(N)=NC(N)=NCCc1ccccc1	4	2	10	2	2	0	6	0.4	-5	2
N#Cc1ccccc1NC(=O)CSc1nccn1CCc1ccccc1	-1	2	0	-1	11	4	4	-0.6	3	4
Remaining list, next part:
SMILES	UHRF1 binding	PRMT1 FP inh	mABHD4 FP	HTRA1 inh	SIAE inh	LEDGF integ inh	DDE Tn7 FP inh	PG9 Ab binder	TCR CD3 inh	TDP2 absorb
NS(=O)(=O)c1ccc(CNc2ccc3ccccc3n2)cc1	2	3	-1	13	6	-4	0	-2.0	-7	-7
O=C(NCC(=O)N1CCN(Cc2ccccc2)CC1)c1ccc(Br)cc1	2	1	11	-8	1	-5	-4	0.5	-3	4
Cc1noc(C)c1CSc1nnc(-c2c[nH]c3ccccc23)n1-c1ccc(Cl)cc1	1	0	3	-3	-4	-1	-2	-2.8	4	1
O=C1[C@@H]2Cc3c([nH]c4ccccc34)CN2C(=O)CN1CCCCCO	0	-1	1	4	6	96*	-2	-0.7	7	5
Cc1nnc(NC(=O)c2ccc(Br)cc2)s1	-2	-3	0	-1	-7	-3	-5	-0.8	-2	1
Cc1ccc(-c2nc(CS(=O)CC(=O)NCCCN3CCN(Cc4ccccc4)CC3)c(C)o2)cc1 (centres undefined)	-1	-3	4	-4	-6	0	6	-1.9	5	-10
